Screening results deposited in PubChem BioAssay by several laboratories.
MEX-5 binding – C. elegans MEX-5 TCR-2 RNA binding activity; MEX-5/FITC-TCR2 RNA binding, fluorescence polarization; hits give low values; 300,000 compounds, 0.38% hits; AID 1832; activity score (negative = inhibition of binding), % at 10 µM; Q9XUB2;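 active = inhibition past about -25% in most replicates, and total fluorescence under double the plate's negative control median, limit read from the data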;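 also: 0% = DMSO and -100% = 5 µM competing unlabeled TCR2 RNA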
Target sequence (Q9XUB2 whole entry, looked up): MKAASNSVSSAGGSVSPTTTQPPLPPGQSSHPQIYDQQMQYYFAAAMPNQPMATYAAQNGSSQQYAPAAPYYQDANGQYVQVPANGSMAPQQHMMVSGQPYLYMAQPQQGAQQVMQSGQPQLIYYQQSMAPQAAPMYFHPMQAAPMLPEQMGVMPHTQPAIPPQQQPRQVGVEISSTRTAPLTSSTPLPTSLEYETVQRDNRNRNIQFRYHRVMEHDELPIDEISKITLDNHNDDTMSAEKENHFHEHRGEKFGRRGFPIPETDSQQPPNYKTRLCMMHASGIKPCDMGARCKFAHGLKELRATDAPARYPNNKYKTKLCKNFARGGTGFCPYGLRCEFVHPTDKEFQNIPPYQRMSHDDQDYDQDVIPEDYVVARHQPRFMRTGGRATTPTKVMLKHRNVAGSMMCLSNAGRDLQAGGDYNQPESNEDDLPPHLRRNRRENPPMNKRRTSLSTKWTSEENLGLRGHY
ZTA DNA inh – ZTA (EBV) inhibition in EBNA-1 counter-screen; ZTA-DNA binding, fluorescence polarization; 320,000 compounds, 0.15% hits; inhibition, % at 11 µM; P03206; in the data active = inhibition above about 33%
Target sequence (P03206 whole entry, looked up): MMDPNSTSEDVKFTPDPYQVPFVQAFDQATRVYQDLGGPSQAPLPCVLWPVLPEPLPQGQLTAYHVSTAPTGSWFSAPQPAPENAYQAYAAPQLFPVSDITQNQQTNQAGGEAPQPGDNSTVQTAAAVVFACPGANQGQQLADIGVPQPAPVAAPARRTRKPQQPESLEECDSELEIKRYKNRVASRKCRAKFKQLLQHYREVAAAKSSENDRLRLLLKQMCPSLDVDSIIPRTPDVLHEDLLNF
EBNA-1 inhibitor – blocks EBNA-1 binding to DNA. 300,000 compounds, 0.34% hits. AID 1950. EBNA-1 DNA binding, fluorescence polarization. inhibition, % at 14.8 µM; in the data active = inhibition above about 28%
Yeast superoxide – yeast age-related superoxide inhibition as caloric restriction mimetic. AID 2690. S. cerevisiae aged cells, superoxide DHE fluorescence; hits give low values. 330,000 compounds, 0.18% hits. superoxide response (% of plate mean), % at 10 µM;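 active = superoxide response under a set limit, about three screen SD below normal, cut at about 65% in these data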;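 also: yeast aged for seven days with compound at 30 °C before DHE staining; 100% = average MFI of all compound-treated wells on the plate with controls excluded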
MCL1 BIM primary – inhibitors of human MCL1 binding to BIM-BH3 peptide; 320,000 compounds, 0.68% hits; Q07820; inhibition, % at 10.9 µM; GST-MCL1 / FITC-Bim-BH3 fluorescence polarization;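 active = inhibition above the mean inhibition of all tested compounds plus 3 SD, set per campaign, cut at about 40% in these data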;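 also: 0% = DMSO wells and 100% = unlabeled Bim-BH3 peptide control; higher means more loss of mP so more displacement of Bim peptide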
Fam108B counter – Fam108B inhibition, counter-screen for RBBP9 inhibitors; 300,000 compounds, 0.33% hits; recombinant Fam108B, FP-Rh probe fluorescence polarization; inhibition, % at 9.51 µM;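 active = inhibition above the screen mean inhibition plus 3 SD, computed separately per campaign, cut at about 18% in these data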;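 also: inhibitors lower polarization as less probe binds the enzyme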
Efflux pump inh – antifungal efflux pump inhibition, Nile Red retention; 330,000 compounds, 0.44% hits; S. cerevisiae Candida pump triplex; inhibition, % at 10 µM; AID 485275;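 active = plate passing quality check with inhibition over a set limit, or well fluorescence over plate mean plus 4 SD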;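 also: Nile Red retained in pooled yeast measured as flow cytometry median fluorescence; 0% = buffer negative control and 100% = Enniatin B positive control; higher means more Nile Red kept so more efflux inhibition; some compounds called inactive have numbers as strong as hits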
Bcl-xL primary – Bcl-xL (human) inhibition; Q07817; GST-Bcl-xL / FITC-Bim BH3 peptide fluorescence polarization; inhibition, % at 10.9 µM; 320,000 compounds, 0.7% hits;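 active = inhibition above the mean of all tested compounds plus 3 SD, cutoff set per campaign, cut at about 30% in these data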;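 also: 0% = DMSO wells and 100% = unlabeled Bim-BH3 peptide competitor; inhibitors lower millipolarization by displacing the labeled peptide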
Target sequence (Q07817 whole entry, looked up): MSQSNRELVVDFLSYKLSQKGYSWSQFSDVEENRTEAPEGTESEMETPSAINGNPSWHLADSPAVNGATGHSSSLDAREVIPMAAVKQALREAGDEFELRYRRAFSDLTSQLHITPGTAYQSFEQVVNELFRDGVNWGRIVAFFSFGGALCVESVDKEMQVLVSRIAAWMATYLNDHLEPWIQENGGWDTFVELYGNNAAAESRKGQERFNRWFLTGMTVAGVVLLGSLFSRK
GLD-1 TGE inh – GLD-1-TGE RNA interaction inhibition (C. elegans); Q17339; purified GLD-1 + fluorescein TGE RNA, fluorescence polarization; inhibition, % at 5.96 µM; 320,000 compounds, 0.44% hits; AID 2280;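 active = percent inhibition above a per-plate cutoff, the plate mean of test compounds plus 3 SD, cut at about 30% in these data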;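 also: 0% = DMSO wells with GLD-1 and probe and 100% = wells lacking GLD-1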
Numbers without * were called inactive; / = not tested or not shown.

SMILES	MEX-5 binding	ZTA DNA inh	EBNA-1 inhibitor	Yeast superoxide	MCL1 BIM primary	Fam108B counter	Efflux pump inh	Bcl-xL primary	GLD-1 TGE inh
O=C1CCCc2nc(NCc3ccco3)ncc21	-3.5	3.9	-8.9	102.2	-6.7	-0.3	0.1	-1.9	0.2
Cc1sc(NC(=O)C2CSC3(C)CCC(=O)N23)nc1-c1ccc(F)cc1 (centres undefined)	2.1	-11.7	5.2	81.0	-6.1	-0.6	0.3	-2.0	-2.1
O=C(Cn1ccc2ccccc2c1=O)NCC(=O)Nc1ccc(F)cc1F	-0.1	-6.1	-11.2	100.2	1.2	2.4	-0.1	0.8	6.2
Cc1ccc(CNC(=O)c2cc3c(-c4ccc(Cl)cc4)nn(C)c3s2)o1	-1.4	7.1	0.2	116.3	-7.7	-48.9	0.4	-6.2	7.7
CC(C)(C)OC(=O)N1CCCC1C(=O)O (centres undefined)	-2.7	-6.1	4.4	91.7	-0.5	0.2	-0.1	0.3	5.8
COc1ccc(NC(=O)c2ccc(-n3cccn3)c([N+](=O)[O-])c2)cc1	-0.9	-21.8	0.6	94.9	-1.7	-1.7	0.0	1.5	-2.3
CC(=O)NCCCc1nc2ccccc2n1Cc1ccccc1F	0.5	6.8	-4.3	104.7	5.0	4.3	0.3	-3.3	-2.0
CCCc1cc(CNC(=O)C2CCC(=O)N(CCc3cccc(F)c3)C2)on1 (centres undefined)	0.1	-8.6	1.2	92.7	-2.0	-1.5	0.0	-3.3	10.9
COc1ccccc1-n1cnc(N)c1C(C)=O	-2.4	-1.6	-4.7	100.1	2.8	0.0	0.0	4.7	1.1
CN(CC(=O)Nc1ccc(F)cc1)C(=O)CNC(=O)C1CCCCC1	/	-6.1	/	80.4	2.3	/	-0.2	5.7	2.8
CCOC(=O)c1cnn(-c2ccc(C(C)C)cc2)c1NC(=O)C1CCC1	3.7	8.8	-6.4	93.0	0.4	-2.5	-0.1	4.5	-6.1
Cc1nc2ccc(NC(=S)NC(C)C)cc2nc1C	1.5	-0.1	9.9	94.8	9.2	-3.4	0.0	5.0	1.8
Cc1nc(-c2ccc(F)cc2)c(CC(=O)N(C)CC(=O)Nc2ccccc2C(F)(F)F)s1	-2.6	7.5	0.1	111.1	-3.5	1.0	0.1	1.2	0.9
CCOC(=O)c1c(NC(=O)COC(=O)c2ccccn2)sc(C(=O)N(C)C)c1C	1.6	-16.2	-0.8	117.8	4.3	3.0	0.0	1.8	-3.5
CN(Cc1cccs1)c1nc(-c2cccnc2)nc2ccccc12	2.7	-9.8	-0.6	113.6	-2.8	2.2	0.2	0.4	-0.9
COc1ccc(OC)c(S(=O)(=O)Nc2cccc3c(O)cccc23)c1	0.4	11.0	-12.1	109.3	8.6	3.8	0.3	11.9	0.6
O=C1C(=O)N(CCN2CCOCC2)C(c2cccnc2)/C1=C(/O)c1ccccc1 (centres undefined)	-2.8	0.3	-1.2	96.0	5.2	1.1	-0.1	2.6	14.1
COc1ccc(CC(=O)OCC(=O)NCCc2ccccc2)cc1OC	0.6	9.4	-7.4	103.2	2.0	-1.1	-0.1	0.3	1.3
O=C(O)C1CCN(C(=O)CSc2nc3ccccc3c(=O)n2Cc2ccccc2)CC1	-2.6	8.3	-1.0	95.5	-1.4	-1.4	-0.2	3.4	-1.8
O=c1c2ccccc2nc(/C=C/c2cccnc2)n1CCc1ccccc1	0.3	-14.6	-14.4	150.6	-5.7	0.6	0.3	-5.2	-7.6

An excerpt from above in order of molecular weight, low to high:
SMILES	MEX-5 binding	ZTA DNA inh	EBNA-1 inhibitor	Yeast superoxide	MCL1 BIM primary	Fam108B counter	Efflux pump inh	Bcl-xL primary	GLD-1 TGE inh
Cc1nc2ccc(NC(=S)NC(C)C)cc2nc1C	1.5	-0.1	9.9	94.8	9.2	-3.4	0.0	5.0	1.8
CN(Cc1cccs1)c1nc(-c2cccnc2)nc2ccccc12	2.7	-9.8	-0.6	113.6	-2.8	2.2	0.2	0.4	-0.9
CN(CC(=O)Nc1ccc(F)cc1)C(=O)CNC(=O)C1CCCCC1	/	-6.1	/	80.4	2.3	/	-0.2	5.7	2.8
O=c1c2ccccc2nc(/C=C/c2cccnc2)n1CCc1ccccc1	0.3	-14.6	-14.4	150.6	-5.7	0.6	0.3	-5.2	-7.6
CCOC(=O)c1cnn(-c2ccc(C(C)C)cc2)c1NC(=O)C1CCC1	3.7	8.8	-6.4	93.0	0.4	-2.5	-0.1	4.5	-6.1
COc1ccc(OC)c(S(=O)(=O)Nc2cccc3c(O)cccc23)c1	0.4	11.0	-12.1	109.3	8.6	3.8	0.3	11.9	0.6
O=C1C(=O)N(CCN2CCOCC2)C(c2cccnc2)/C1=C(/O)c1ccccc1 (centres undefined)	-2.8	0.3	-1.2	96.0	5.2	1.1	-0.1	2.6	14.1
Cc1nc(-c2ccc(F)cc2)c(CC(=O)N(C)CC(=O)Nc2ccccc2C(F)(F)F)s1	-2.6	7.5	0.1	111.1	-3.5	1.0	0.1	1.2	0.9

(further entries)
SMILES	MEX-5 binding	ZTA DNA inh	EBNA-1 inhibitor	Yeast superoxide	MCL1 BIM primary	Fam108B counter	Efflux pump inh	Bcl-xL primary	GLD-1 TGE inh
O=C(NC12CC3CC(CC(C3)C1)C2)c1cccc(OC(F)F)c1	2.7	8.2	-11.7	92.2	-5.5	4.2	0.3	1.4	-9.5
O=C(O)c1ccc(/C=N/NC(=O)c2ccc(CN3c4cccc5cccc(c45)S3(=O)=O)cc2)cc1	-7.3	-3.0	1.9	95.2	3.9	-22.7	0.1	9.4	-2.0
CCn1c(=O)c(C(C)=O)nc2ccccc21	-2.1	-11.0	-5.2	105.1	-8.5	2.5	0.0	0.4	1.0
O=C(Cc1ccccc1)NN1C(=O)C2C3C=CC(C4CC34)C2C1=O (centres undefined)	0.1	17.4	-8.6	95.0	7.8	7.2	0.2	9.5	5.8
CCCOC(=O)c1ccc(NC(=O)c2ccccc2[N+](=O)[O-])cc1	-0.2	-24.9	-7.5	118.6	-7.7	-2.5	-0.1	2.5	-1.6
O=S(=O)(c1cccs1)N1CCCc2ccccc21	1.9	9.6	-2.7	99.7	-0.9	0.6	0.1	0.6	-5.5
COCCNC(=O)c1ccc2c(c1)CCN2S(C)(=O)=O	0.3	1.3	5.3	127.6	3.3	4.8	-0.2	7.6	-1.4
C#CCN(Cc1ccco1)C(=O)c1ccc(OC2CCN(Cc3ccccn3)CC2)cc1	-1.1	2.9	1.6	104.4	1.6	-0.3	0.1	10.5	3.7
COc1ccccc1CNC(=O)CSCc1cnn(-c2ccccc2)c1-n1cccc1	-0.8	10.4	0.3	108.2	-1.4	-2.7	0.1	5.0	-0.8
COc1ccc(-n2cc(-c3ccc(Br)cc3)[nH]c2=S)cc1	1.5	4.1	9.4	88.6	1.2	-2.6	0.0	-1.2	8.6
CCCC(=O)NC(c1ccco1)c1c(O)ccc2ccccc12 (centres undefined)	1.0	-15.3	7.5	96.0	7.4	-2.1	-0.1	5.9	1.5
COc1cc(C)ccc1OCCOCCOc1cccc2ccc(C)nc12	-0.3	-5.4	-3.7	83.3	-7.5	-1.5	0.2	3.7	7.1
CCOc1ccc(C(=O)NCC(=O)NCC(c2ccco2)N2CCCCC2)cc1OCC (centres undefined)	5.5	10.5	-7.4	94.7	-2.8	-3.4	0.1	0.6	1.6
COc1ccc(NC(=O)C(=O)N2N=C(C(C)C)CC2(O)C(F)(F)F)cc1 (centres undefined)	3.2	-32.1	-2.0	113.0	-18.1	10.8	0.0	-10.4	-5.7
COc1cc(C(=O)Nc2ccc(S(=O)(=O)Nc3nccc(C)n3)cc2)cc(OC)c1OC	0.6	-8.8	1.1	92.2	5.8	1.7	0.1	5.6	4.7
CCN(c1ccccc1)S(=O)(=O)c1ccc(Cl)c(C(=O)NCCc2ccc(OC)cc2)c1	1.2	3.2	1.3	87.3	4.6	-8.8	-0.7	2.5	2.9
O=C(C1CCN(C2CCN(Cc3ccc4c(c3)CCO4)CC2)CC1)N1CCCC1	1.1	3.9	-0.4	114.0	-3.4	-3.0	0.2	-1.3	2.7
O=C1CN(C(=O)c2ccc3nc(Cc4cccc(Cl)c4)oc3c2)CCN1	1.4	-2.2	2.4	121.7	-6.9	-2.4	0.2	3.3	1.3
O=C(c1ccc(CS(=O)c2ccc(F)cc2)o1)N1CCN(C2CCCCC2)CC1 (centres undefined)	-0.5	9.0	-1.4	99.9	-2.3	-0.9	0.2	1.1	-1.3
COc1cc(NC(=O)[C@@H]2CCCN2S(=O)(=O)c2cccc3cccnc23)cc(OC)c1OC	/	-13.1	1.9	94.1	2.9	-3.3	-0.1	-0.3	2.1
Cc1nc2nc(N)nn2c(C)c1C/C=C/c1ccccc1	-0.7	-11.5	-4.9	110.4	5.6	4.3	-0.2	6.5	9.5
COc1ccccc1Cc1noc(COc2cccc(C)c2C)n1	-1.9	-4.1	-4.7	109.5	6.0	4.0	0.3	8.0	-1.9
O=C(NC1CCCCC1)c1cccc(S(=O)(=O)N2CCOCC2)c1	0.9	-1.7	-5.0	97.2	-4.2	0.2	-0.1	1.0	0.6
Cc1cc(Cl)ccc1Nc1ncccc1C(N)=O	-1.4	-3.7	11.3	84.0	-1.9	-3.6	0.0	2.7	0.7
COC(=O)c1ccc(CSc2nc3c(c(=O)n2-c2ccc(Br)cc2)SCC3)o1	3.7	20.8	7.7	82.2	3.7	-1.2	0.0	1.3	-3.8
COc1ccc(C2=Nn3c(C)nnc3SC2)cc1	0.7	5.6	-1.7	99.1	0.4	1.8	-0.1	0.4	2.2
CC(C)(C)c1cc[n+](/C(C(=S)Nc2ccccc2F)=C(/[O-])c2ccc3c(c2)OCCO3)cc1	2.5	-13.5	0.0	87.7	6.4	-1.2	0.2	3.4	-6.0
O=C(/C=C/c1cccs1)Nc1nccs1	-0.6	12.1	-4.9	106.2	-3.1	-2.9	-0.1	-5.8	-3.2
CSc1ccc(C#N)cc1NC(=O)c1ccc(Cl)cc1Cl	0.7	5.0	1.6	82.0	-2.1	-0.7	-0.2	1.3	-3.1
O=C(O)c1ccccc1OCc1ccccc1Cl	0.2	14.9	0.8	108.3	3.3	-0.2	0.1	2.4	1.8
O=[N+]([O-])c1ccc2[nH]c(O)c(N=NC3CCS(=O)(=O)C3)c2c1 (centres undefined)	-0.9	5.0	6.5	98.2	2.6	-3.1	0.1	1.7	-1.4
COc1ccc(-n2c(CN3CCC(C(N)=O)CC3)nc3ccc([N+](=O)[O-])cc3c2=O)c(OC)c1	1.7	-13.1	-12.3	103.3	-7.7	-0.3	-0.1	3.2	6.5
CCC(=O)c1cc2c(cc1NC(=O)c1cccs1)OCCO2	0.1	-1.3	14.1	95.6	2.5	-2.0	-0.1	8.4	-2.4
CC(=O)Nc1scc(C)c1-c1nc2ccccc2s1	-0.8	2.4	1.6	102.3	-1.2	-0.1	0.1	-3.5	4.5
COC(=O)Nc1snnc1C	-0.1	13.3	1.6	92.2	-3.1	4.6	0.1	6.8	1.1
Cc1ccc(N(C)C(=O)CCS(=O)(=O)c2ccc3c(c2)oc(=O)n3C)cc1	0.1	-5.7	-14.8	101.6	-1.5	-1.0	0.1	8.1	-2.0
CSc1ncccc1C(=O)Nc1ccc(S(=O)(=O)NC2=NCCCCC2)cc1	0.6	-14.1	-2.5	106.0	-3.7	0.5	0.0	-2.9	4.0
Cn1cc(/C=N\NC(=O)C2COc3ccccc3O2)c2ccccc21 (centres undefined)	0.1	2.4	-1.7	101.0	2.9	-2.9	0.7	8.0	0.7

Not a hit list (roughly 2.3% active in at least one column).
